SRC3 TRFRET art = TR-FRET detection interference compounds, artefact control for PPARgamma SRC-3 recruitment agonists, biochemical, TR-FRET ratio; TR-FRET artefact counter-screen, PPARgamma/SRC-3 format; active compounds read high; TR-FRET ratio at 8 µM; 0.39% of 99,000 active; AID 1048, 2008; in the data active means TR-FRET ratio above about 2000; further: inactives centre near 1600
SRC1 TRFRET art = TR-FRET detection interference compounds, primary screen, artefact control for PPARgamma SRC-1 recruitment agonists, biochemical, TR-FRET emission ratio. TR-FRET ratio at 8 µM. 0.34% of 99,000 active. AID 1051, 2008. TR-FRET detection artefact counter-screen; active compounds read high; in the data active means TR-FRET ratio above about 2300; further: inactives centre near 1800
* = called active by the depositor.

COc1ccc(CCNC(=O)CSCc2c(F)cccc2Cl)cc1OC was read as SRC3 TRFRET art 1696 and SRC1 TRFRET art 1939.
`CC(C(=O)NCCC1=CCCCC1)c1ccc([N+](=O)[O-])cc1` (stereo unspecified) gave SRC3 TRFRET art 1702 and SRC1 TRFRET art 1897.
Screening Cc1c(Nc2ccc3nonc3c2[N+](=O)[O-])c(=O)n(-c2ccccc2)n1C returned SRC3 TRFRET art 1601 and SRC1 TRFRET art 1831.
For COC(=O)CC(c1ccc(F)cc1)n1c(C)ccc1C (stereo unspecified) the results were SRC3 TRFRET art 1664 and SRC1 TRFRET art 1688.
For O=C(O)CCCCCNS(=O)(=O)/C=C/c1ccccc1 the results were SRC3 TRFRET art 1609 and SRC1 TRFRET art 1941.
Screening Clc1ccc(N/N=C/c2cccnc2)cc1 returned SRC3 TRFRET art 1701 and SRC1 TRFRET art 1900.
CCc1cc2ccccc2nc1Cl was read as SRC3 TRFRET art 1689 and SRC1 TRFRET art 1828.
For O=C(O)c1ccccc1CSC1=NCCS1 the results were SRC3 TRFRET art 1451 and SRC1 TRFRET art 1815.
Screening CCOC(=O)c1c(NC(=O)CC2Nc3ccccc3NC2=O)sc(C)c1C (stereo unspecified) returned SRC3 TRFRET art 1544 and SRC1 TRFRET art 1948.
Cc1cc(NC(=O)CN2C(=O)/C(=C/c3cccc(Br)c3)SC2=S)no1 was read as SRC3 TRFRET art 1545 and SRC1 TRFRET art 1690.
`CC(C)=CC(=O)OCC(=O)Nc1cccc([N+](=O)[O-])c1` gave SRC3 TRFRET art 1702 and SRC1 TRFRET art 1686.
For CC12CN3CC(C)(CN(C1)C3c1ccc(Br)cc1O)C2 (stereo unspecified) the results were SRC3 TRFRET art 1602 and SRC1 TRFRET art 2029.
`Cc1noc(C)c1N=Nc1ccc(Br)cc1C(=O)O` gave SRC3 TRFRET art 1596 and SRC1 TRFRET art 1919.
COC(=O)CSc1nnc(CSc2nc(C)cc(C)n2)o1 was read as SRC3 TRFRET art 1662 and SRC1 TRFRET art 2006.
Screening CC(NS(=O)(=O)c1ccc(OCC(=O)Nc2cccc([N+](=O)[O-])c2)cc1)c1ccccc1 (stereo unspecified) returned SRC3 TRFRET art 1676 and SRC1 TRFRET art 1891.
`CN1C(=O)Cc2cc(S(=O)(=O)NCc3cccs3)ccc21` gave SRC3 TRFRET art 1525 and SRC1 TRFRET art 1580.
`O=C(COC(=O)c1ccc(Cl)nc1)Nc1ccc2c(c1)OCO2` gave SRC3 TRFRET art 1561 and SRC1 TRFRET art 2168.
`COc1ccc(NC(=O)c2ccc(S(=O)(=O)N(C)C)cc2)cc1` gave SRC3 TRFRET art 1571 and SRC1 TRFRET art 1627.
For Cc1ccc(NC(=O)COC(=O)CCC(=O)c2ccc(C(C)(C)C)cc2)c([N+](=O)[O-])c1 the results were SRC3 TRFRET art 1479 and SRC1 TRFRET art 1813.
O=C(Cc1csc(Nc2nc(=S)[nH]c3ccccc23)n1)NCCCN1CCN(c2ccccc2F)CC1 was read as SRC3 TRFRET art 1652 and SRC1 TRFRET art 1939.
`COCCCN1CCN(C2Cc3ccccc3Sc3ccc(Cl)cc32)CC1` (stereo unspecified) gave SRC3 TRFRET art 1724 and SRC1 TRFRET art 2026.
O=C(Cc1ncc(C(F)(F)F)cc1Cl)NC1CC1 was read as SRC3 TRFRET art 1457 and SRC1 TRFRET art 1913.
For CCOC(=O)C1CCN(C(=O)Cn2cc(C(=O)OC)c3ccccc32)CC1 the results were SRC3 TRFRET art 1661 and SRC1 TRFRET art 1595.
FC(F)(F)c1cnc(-c2cnc(-c3cccnc3)nc2)c(Cl)c1 was read as SRC3 TRFRET art 1531 and SRC1 TRFRET art 2082.
CCN1/C(=C/c2ccc3cc(C)ccc3[n+]2CC)Sc2ccccc21 was read as SRC3 TRFRET art 1725 and SRC1 TRFRET art 1892.
`CN(C)CCCNC(=O)/C=C/c1ccc(OCc2c(F)cccc2Cl)cc1` gave SRC3 TRFRET art 1502 and SRC1 TRFRET art 2088.
Screening COc1cccc(/C=C/C(=O)Nc2ccccc2N2CCOCC2)c1 returned SRC3 TRFRET art 1684 and SRC1 TRFRET art 1544.
`COc1ccc(-n2nc(C(=O)Nc3ccc4c(c3)OCO4)c3ccccc3c2=O)cc1` gave SRC3 TRFRET art 1705 and SRC1 TRFRET art 1545.
Screening On1c(-c2ccco2)nc2c1CCc1nonc1-2 returned SRC3 TRFRET art 1663 and SRC1 TRFRET art 2038.
`Cc1ccccc1OCc1nc(C#N)c(N2CCCC2)o1` gave SRC3 TRFRET art 1309 and SRC1 TRFRET art 1544.
For COc1ccc(CC(=O)Nc2ccc(OC)nc2)cc1 the results were SRC3 TRFRET art 1506 and SRC1 TRFRET art 1841.
`O=c1cc(-c2ccc(O)cc2)oc2cc(O)c(C3OC(CO)C(O)C(O)C3O)c(O)c12` (stereo unspecified) gave SRC3 TRFRET art 1788 and SRC1 TRFRET art 1992.
Screening CNC(=S)Nc1ccc([N+](=O)[O-])cc1 returned SRC3 TRFRET art 1508 and SRC1 TRFRET art 2081.
`CCN(CC)S(=O)(=O)c1ccc(Cl)c(NC(=O)CSc2nnc(-c3cccs3)o2)c1` gave SRC3 TRFRET art 1614 and SRC1 TRFRET art 1732.
`O=C(Nn1c(C2CCC2)nc2ccccc2c1=O)c1cccs1` gave SRC3 TRFRET art 1615 and SRC1 TRFRET art 1835.
Cc1cc(-c2ccccc2)nc2cc(C(N)=O)nn12 was read as SRC3 TRFRET art 1589 and SRC1 TRFRET art 1766.
`CC(CNC(=S)Nc1cc(F)cc(F)c1)CSc1ccc(Cl)cc1` (stereo unspecified) gave SRC3 TRFRET art 1564 and SRC1 TRFRET art 1719.
For CCc1nnc(NC(=O)CSc2ccc(-c3ccccc3OC)nn2)s1 the results were SRC3 TRFRET art 1436 and SRC1 TRFRET art 1489.
For O=C(Oc1cccc2cccnc12)c1ccc(N2C(=O)C3C4CCC(C4)C3C2=O)cc1 (stereo unspecified) the results were SRC3 TRFRET art 1545 and SRC1 TRFRET art 1838.
CC1(C)Cc2nc(-c3ccccc3)n3cnnc3c2CO1 was read as SRC3 TRFRET art 1628 and SRC1 TRFRET art 1778.
C/C(=N\Nc1nc2ccccc2[nH]1)c1cccs1 was read as SRC3 TRFRET art 1701 and SRC1 TRFRET art 2278.
`O=C(O)CSc1nnc(Nc2ccccc2)n1-c1ccccc1` gave SRC3 TRFRET art 1588 and SRC1 TRFRET art 1305.
Screening Cc1n[nH]c(=S)n1/N=C/c1ccccc1 returned SRC3 TRFRET art 1516 and SRC1 TRFRET art 1781.
CCN1CCN(CC(O)COC(c2ccccc2)c2ccccc2)CC1 (stereo unspecified) was read as SRC3 TRFRET art 1496 and SRC1 TRFRET art 1811.
For COc1ccccc1NC(=S)N1CCN(c2ncccn2)CC1 the results were SRC3 TRFRET art 1491 and SRC1 TRFRET art 1480.
`COc1ccc(CCCc2nnc(SCc3nc4ccccc4c(=O)[nH]3)n2C)cc1` gave SRC3 TRFRET art 1571 and SRC1 TRFRET art 1716.
`COc1ccc(CC2(C)OC(c3ccccc3)=NN2C(C)=O)cc1` (stereo unspecified) gave SRC3 TRFRET art 1473 and SRC1 TRFRET art 1460.
For OCCC1CN(Cc2ccccc2-c2ccco2)CCN1C1CCCC1 (stereo unspecified) the results were SRC3 TRFRET art 1568 and SRC1 TRFRET art 1564.
`Cn1c(Cn2cnc([N+](=O)[O-])n2)nnc1SCC(=O)Nc1cccc(Cl)c1` gave SRC3 TRFRET art 1596 and SRC1 TRFRET art 1674.
For Fc1ccc(-c2nn(-c3ccccc3)cc2CNCc2ccccc2)cc1 the results were SRC3 TRFRET art 1642 and SRC1 TRFRET art 1914.
For CNS(=O)(=O)c1cccc2nsnc12 the results were SRC3 TRFRET art 1484 and SRC1 TRFRET art 1424.
`Cc1cccc(NC(=O)c2nnn(-c3cccc(C(F)(F)F)c3)c2N)c1` gave SRC3 TRFRET art 1312 and SRC1 TRFRET art 1603.
Screening Cn1cc([N+](=O)[O-])c(C(=O)Nc2cc(Oc3ccccc3)cc([N+](=O)[O-])c2)n1 returned SRC3 TRFRET art 1628 and SRC1 TRFRET art 1882.
Screening Cc1ccccc1-n1c(-c2ccoc2C)n[nH]c1=S returned SRC3 TRFRET art 1545 and SRC1 TRFRET art 2002.
COc1ccc(CCN(C)c2ccc(C(N)=O)cc2[N+](=O)[O-])cc1OC was read as SRC3 TRFRET art 1463 and SRC1 TRFRET art 1773.
For Cc1cc2oc3c(c(=O)c2cc1C)C(c1ccc(C(C)C)cc1)N(CCCN1CCOCC1)C3=O (stereo unspecified) the results were SRC3 TRFRET art 1506 and SRC1 TRFRET art 1480.
CCC1=NN(C(=O)c2ccccc2Br)C(O)(c2ccc(Br)cc2)C1 (stereo unspecified) was read as SRC3 TRFRET art 1592 and SRC1 TRFRET art 1897.
For Cc1c(NC(=O)/C(=C/c2cccs2)NC(=O)c2ccccc2)c(=O)n(-c2ccccc2)n1C the results were SRC3 TRFRET art 1514 and SRC1 TRFRET art 2059.
Screening CCOC(=O)c1cnc(SCC(=O)c2ccc3c(c2)OCCO3)nc1N returned SRC3 TRFRET art 1419 and SRC1 TRFRET art 1800.
For COC(=O)c1c(-c2ccc(C)cc2)csc1N the results were SRC3 TRFRET art 1742 and SRC1 TRFRET art 1834.
`COc1ccc(NC(=S)NC(NC(C)=O)C(Cl)(Cl)Cl)c([N+](=O)[O-])c1` (stereo unspecified) gave SRC3 TRFRET art 1411 and SRC1 TRFRET art 1527.
Screening CC(C)CC(NC(=O)c1ccc(C#CC(C)(C)O)s1)C(=O)O (stereo unspecified) returned SRC3 TRFRET art 1406 and SRC1 TRFRET art 1960.
CS(=O)(=O)c1ccc(C(=O)OCC(=O)NC23CC4CC(CC(C4)C2)C3)cc1[N+](=O)[O-] was read as SRC3 TRFRET art 1480 and SRC1 TRFRET art 1598.
`CCCc1nc2ccccc2c(=O)n1NC(=O)c1c(O)c2ccccc2n(C)c1=O` gave SRC3 TRFRET art 1596 and SRC1 TRFRET art 1714.
For CCCn1c(=O)c2c(nc3n2CCS3)n(C)c1=O the results were SRC3 TRFRET art 1593 and SRC1 TRFRET art 1733.
For O=C(COC(=O)c1c(Cl)cccc1Cl)Nc1ccccc1Br the results were SRC3 TRFRET art 1788 and SRC1 TRFRET art 1905.
For O=C(NC1CC2CCCC(C1)N2C(=O)NCc1ccccc1)C1CC1 (stereo unspecified) the results were SRC3 TRFRET art 1702 and SRC1 TRFRET art 1861.
Cc1cccc(NC(=O)CCC(=O)N/N=C/c2ccco2)c1C was read as SRC3 TRFRET art 1589 and SRC1 TRFRET art 1713.
For COc1cc(/C=N\NC(=O)c2c(C)nc3cc(C)ccn23)ccc1O the results were SRC3 TRFRET art 1960 and SRC1 TRFRET art 1908.
Screening NCC(c1ccccc1)(c1ccccc1)c1ccccc1 returned SRC3 TRFRET art 1677 and SRC1 TRFRET art 1957.
Screening CC1CCN(S(=O)(=O)c2ccc3c(c2)c(=O)c(C(=O)NCc2ccccc2Cl)cn3C)CC1 returned SRC3 TRFRET art 1817 and SRC1 TRFRET art 1828.
`COc1ccc(NC(=S)N2CCC(C(=O)c3ccc(C)cc3)CC2)c(OC)c1` gave SRC3 TRFRET art 1645 and SRC1 TRFRET art 1608.
For CC(=O)c1cnc(Nc2cccc(Cl)c2Cl)s1 the results were SRC3 TRFRET art 1832 and SRC1 TRFRET art 1980.
Screening CCCN1C(=O)/C(=C\C=C2/Sc3ccccc3N2CCO)SC1=S returned SRC3 TRFRET art 1367 and SRC1 TRFRET art 1597.
O=C(CN(c1ccccc1)S(=O)(=O)c1ccc(F)cc1)NC1CCS(=O)(=O)C1 (stereo unspecified) was read as SRC3 TRFRET art 1623 and SRC1 TRFRET art 1724.
For O=C(CSc1nnc(NC(=O)C2CC2)s1)NCc1cccs1 the results were SRC3 TRFRET art 1429 and SRC1 TRFRET art 1773.
`CC1CCc2sc(C(=O)OCC(=O)NC(C)C)cc2C1` (stereo unspecified) gave SRC3 TRFRET art 1510 and SRC1 TRFRET art 1552.
Screening O=C(Oc1ccc(N(C(=O)c2ccncc2)S(=O)(=O)c2cccs2)cc1)c1ccncc1 returned SRC3 TRFRET art 1613 and SRC1 TRFRET art 1752.

Structures from the list above containing a thiophene ring, fused or not, in the order listed:
Screening CCOC(=O)c1c(NC(=O)CC2Nc3ccccc3NC2=O)sc(C)c1C (stereo unspecified) returned SRC3 TRFRET art 1544 and SRC1 TRFRET art 1948.
`CN1C(=O)Cc2cc(S(=O)(=O)NCc3cccs3)ccc21` gave SRC3 TRFRET art 1525 and SRC1 TRFRET art 1580.
`CCN(CC)S(=O)(=O)c1ccc(Cl)c(NC(=O)CSc2nnc(-c3cccs3)o2)c1` gave SRC3 TRFRET art 1614 and SRC1 TRFRET art 1732.
`O=C(Nn1c(C2CCC2)nc2ccccc2c1=O)c1cccs1` gave SRC3 TRFRET art 1615 and SRC1 TRFRET art 1835.
C/C(=N\Nc1nc2ccccc2[nH]1)c1cccs1 was read as SRC3 TRFRET art 1701 and SRC1 TRFRET art 2278.
For Cc1c(NC(=O)/C(=C/c2cccs2)NC(=O)c2ccccc2)c(=O)n(-c2ccccc2)n1C the results were SRC3 TRFRET art 1514 and SRC1 TRFRET art 2059.
For COC(=O)c1c(-c2ccc(C)cc2)csc1N the results were SRC3 TRFRET art 1742 and SRC1 TRFRET art 1834.
Screening CC(C)CC(NC(=O)c1ccc(C#CC(C)(C)O)s1)C(=O)O (stereo unspecified) returned SRC3 TRFRET art 1406 and SRC1 TRFRET art 1960.
For O=C(CSc1nnc(NC(=O)C2CC2)s1)NCc1cccs1 the results were SRC3 TRFRET art 1429 and SRC1 TRFRET art 1773.
`CC1CCc2sc(C(=O)OCC(=O)NC(C)C)cc2C1` (stereo unspecified) gave SRC3 TRFRET art 1510 and SRC1 TRFRET art 1552.
Screening O=C(Oc1ccc(N(C(=O)c2ccncc2)S(=O)(=O)c2cccs2)cc1)c1ccncc1 returned SRC3 TRFRET art 1613 and SRC1 TRFRET art 1752.
